Screening data: PubChem BioAssay, National Center for Advancing Translational Sciences (NCATS)
Eya2 inh: inhibitors of human Eya2 phosphatase activity. O00167. recombinant Eya2, OMFP fluorescence dephosphorylation (OMFP is methylfluorescein phosphate). Potency, µM (doses to about 76.9 µM), inactives show at the top dose activity, negative = inhibition, usual class: inhibitors. hit rate 0.006% among 330,000. AID 488837; further: potency means the concentration at half of the fitted maximal effect; on the % scale 0 is the no-effect control and ±100 the full control effect
Target sequence (O00167 whole entry, looked up): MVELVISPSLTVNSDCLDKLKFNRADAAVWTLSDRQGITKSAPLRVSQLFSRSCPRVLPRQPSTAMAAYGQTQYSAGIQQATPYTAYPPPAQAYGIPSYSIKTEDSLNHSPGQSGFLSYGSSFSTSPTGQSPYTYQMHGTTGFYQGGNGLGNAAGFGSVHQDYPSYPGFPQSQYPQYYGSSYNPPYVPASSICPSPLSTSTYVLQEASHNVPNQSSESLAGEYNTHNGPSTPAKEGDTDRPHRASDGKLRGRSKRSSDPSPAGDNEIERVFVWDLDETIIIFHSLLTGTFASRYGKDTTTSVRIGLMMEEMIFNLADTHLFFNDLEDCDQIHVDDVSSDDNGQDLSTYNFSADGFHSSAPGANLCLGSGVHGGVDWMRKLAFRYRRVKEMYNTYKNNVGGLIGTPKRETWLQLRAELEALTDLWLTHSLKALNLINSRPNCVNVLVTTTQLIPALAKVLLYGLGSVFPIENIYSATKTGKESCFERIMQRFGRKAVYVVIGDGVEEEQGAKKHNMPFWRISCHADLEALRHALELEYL
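Eya2 (0.2 uM) preincubated 10 min at ambient with compound, then OMFP substrate added at 50 uM; 10 min reaction in 50 mM HEPES pH 7.5, 50 mM NaCl, 5 uM MgCl2, 0.05% BSA, 1 mM DTT. Fluorescence read at Ex 485/Em 525 nm.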
TSHR antagonist: blocks TSH signaling through the human TSH receptor | P16473 | TSHR-expressing cells, TSH-stimulated cAMP HTRF, 2 h; hits give low values | activity change, negative = inhibition, % at 11.5 µM | hit rate 0.2% among 330,000;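 active means activity change below a set negative limit, meaning inhibition stronger than a set level, cut at about -70% in these data; inconclusive means activity change between two set negative limits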; further: on the % scale 0 is the no-effect control and ±100 the full control effect
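TSHR-expressing cells were treated with compounds, then stimulated with TSH at EC80 (4nM final) for 2 hours at 37 deg C. Cellular cAMP was measured by HTRF competition between lysate cAMP and cAMP-d2 for a cryptate-labelled anti-cAMP antibody.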
TCR act: activates T cell receptor signaling; primary human leukocytes, anti-CD3, IL-2 HTRF, 48 h; Potency, µM (top dose mostly 9.22 µM), for the others: at the top dose activation of IL-2 secretion, usual class: activators; 330,000 tested, under 10 active; AID 504894; further: % of control where 0% means no effect
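Human primary leukocytes + a-CD3 beads + cpd, 48 hr; IL-2 in supernatant by HTRF (ex 320nm / em 665nm). No co-stimulatory signal supplied.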
AT treatment: potential ataxia-telangiectasia treatments restoring KAP-1 phosphorylation. […] A-T fibroblasts, KAP-1 phosphorylation AlphaLISA; neocarzinostatin DNA damage 30 min before lysis. Potency, µM (titrated, usually from 57.5 µM), inactives show top-dose activation, hits mostly activators. hit rate 0.19% among 320,000. AID 485349; further: potency means the concentration at half of the fitted maximal effect; % of control where 0% means no effect; nearly all actives have a fitted effect of over 45% in size
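ATM-like activity read as KAP-1 phosphorylation via AlphaLISA donor/acceptor antibody pairs after lysis and 6 hr at 25C. Cells were ATM-null patient fibroblasts ([…], hTERT), dosed 60 min, then exposed to the DSB inducer NCS for 30 min.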
a7 integrin act: activators of alpha7 integrin expression for muscular dystrophy. alpha7betagal myoblasts, beta-gal FDG fluorescence, 48 h. Potency, µM (highest dose often 38.3 µM), for inactives: top-dose activation, usual class: activators. hit rate 0.064% among 350,000. AID 624291;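 further: potency means the concentration at half of the fitted maximal effect; 100% = response of the positive control SU9516; nearly all actives have a fitted effect of over 60% in size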
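Alpha7betagal+/- myoblasts (passage 13) were plated 16-24 hr, then exposed to compounds (1:260 dilution of DMSO stock) for 48 hours at 37C. After MPER lysis, β-galactosidase reporter activity was read as FDG fluorescence (ex 480/em 540) after 30 minutes.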
TSG101-PTAP inh: blocks PTAP/TSG101 interaction to inhibit HIV-1 budding; 340,000 tested, under 10 active; Q99816; Fluorescence polarization, FITC-PTAP peptide / Tsg101 binding; Potency, µM (highest dose often 115 µM), without a hit: at the top dose activity change, negative = inhibition, most hits filed as inhibitors; active means well fitted inhibition curve with a large enough effect in the main read-out, with a control signal flat, not every such curve was filed as active; inconclusive means small, poorly fitted or top-dose-only effect, or effect the other way, or a change in a side signal; inactive means no such curve, though single readings can be large or run the other way; further: potency means the concentration at half of the fitted maximal effect; % of control where 0% means no effect
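Compounds were pin-transferred onto Tsg101 binding domain (10 uM final) in HEPES pH 7.5 buffer, then FITC-PTAP peptide was added at 50 nM final. After 20 min at RT, polarization reported peptide displacement across a qHTS concentration series.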
Mito fusion yeast: inhibitors of mitochondrial division or activators of mitochondrial fusion. S. cerevisiae fusion-defective mutant growth rescue, CellTiterGlo 48 h. Potency, µM (doses to about 46.1 µM), for inactives: at the top dose growth rescue (activation), usual class: activators. hit rate 0.23% among 320,000. AID 485298;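 further: potency means the concentration at half of the fitted maximal effect; % of control where 0% means no effect; nearly all actives have a fitted effect of over 45% in size; temperature-sensitive fusion mutants such as fzo1-1 at 37 °C on non-fermentable ethanol glycerol medium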
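Luminescent cell viability in 1536-well qHTS format served as the measure of rescued growth in ts fusion-mutant S. cerevisiae cultured on non-fermentable YPEG for 48 hours at 37C.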
Tb PFK block: blocks T. brucei phosphofructokinase; T. brucei PFK, ADP-Glo luminescence; hit rate 0.17% among 330,000; AID 485367; O15648; Potency, µM (highest dose often 57.5 µM), inactives show top-dose activity, negative = inhibition, most hits filed as inhibitors;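 further: potency means the concentration at half of the fitted maximal effect; 0% = uninhibited 1x PFK enzyme wells and -100% = no-enzyme wells; nearly all actives have a fitted effect of over 60% in size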
Target sequence (O15648 whole entry, looked up): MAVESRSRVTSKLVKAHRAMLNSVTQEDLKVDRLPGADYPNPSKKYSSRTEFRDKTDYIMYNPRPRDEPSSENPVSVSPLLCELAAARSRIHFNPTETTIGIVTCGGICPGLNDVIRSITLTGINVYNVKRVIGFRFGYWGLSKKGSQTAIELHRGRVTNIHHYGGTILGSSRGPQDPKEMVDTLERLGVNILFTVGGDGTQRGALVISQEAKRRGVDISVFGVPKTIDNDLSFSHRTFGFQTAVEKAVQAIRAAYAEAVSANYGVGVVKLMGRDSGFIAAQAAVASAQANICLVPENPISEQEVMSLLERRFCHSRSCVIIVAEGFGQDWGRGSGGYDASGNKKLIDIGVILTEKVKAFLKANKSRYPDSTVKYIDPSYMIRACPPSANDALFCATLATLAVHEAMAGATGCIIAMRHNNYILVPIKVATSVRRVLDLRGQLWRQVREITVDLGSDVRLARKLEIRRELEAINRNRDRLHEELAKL
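Compounds were pin-transferred as a titration series up to 57 uM into substrate buffer (0.5 mM F6P, 0.1 mM ATP, pH 8.0), then 1.25 nM PFK was added and reactions ran 45 min before ADP-Glo detection.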
S-ASM inh: blocks human secretory acid sphingomyelinase; P17405; placental ASM, HMU-PC fluorogenic substrate, 60 min; Potency, µM (doses to about 57.5 µM), for the others: at the highest dose activity change, negative = inhibition, hits mostly inhibitors; hit rate 0.006% among 340,000; further: potency means the concentration at half of the fitted maximal effect
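Human placenta-derived ASM preincubated with compound 10 min at room temperature, then reacted with 9 uM (final) fluorogenic HMU-PC substrate for 60 min at 37 C. Stop solution raises pH to 10; fluorescence read at Ex 386/Em 447 nm.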
BCR signal inh: chronic active BCR signaling inhibition; ABC-DLBCL IkBa-CBG/CBR reporter, luminescence ratio, 4 h; Potency, µM (doses to about 46.1 µM), for the others: top-dose ratio change, negative = lower green/red ratio, actives largely listed as inhibitors; hit rate 0.05% among 340,000; AID 493014; active means well fitted inhibition curve with a large enough effect in the signal ratio, with a control signal flat, not every such curve was filed as active; inconclusive means small, poorly fitted or top-dose-only effect, or effect the other way, or a change in a side signal; the % refers to the signal ratio;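 further: potency means the concentration at half of the fitted maximal effect; plate controls were basal doxycycline-induced cells for no effect and cells given 10 µM MG132 for full effect; MG132 reads +100%, hits lower the ratio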
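Compounds up to 46 uM were incubated four hours with TMD8 cells whose green CBG68 luciferase is fused to IkappaBalpha; red CBR luminescence normalised the signal, and concentration-effect curves were fitted to fusion, red and ratio data.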
ELG1 DNA repair: ELG1-dependent DNA repair inhibition. HEK293T ELG1-luciferase reporter, luminescence, 16 h; DNA damage induced by 5-fluorouridine. Potency, µM (doses to about 46.1 µM), without a hit: at the highest dose activity change, negative = inhibition, hits mostly inhibitors. hit rate 2.3% among 330,000. AID 504467; further: potency means the concentration at half of the fitted maximal effect; on the % scale 0 is the no-effect control and ±100 the full control effect; nearly all actives have a fitted effect of over 55% in size
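In this reporter screen, reduction of luminescence relative to DMSO vehicle indicated activity. Compounds and 5-fluorouridine were added together to 2,000 cells per well, incubated for 16 hr at 37 °C, then developed with ONE-Glo.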
* marks the source's active call; other numbers are inactive results; u = inconclusive; x = no result given; [ ] = dose if it differs, or a comment. Unless noted, the call rests on the fitted dose curve; in most records, active means well fitted curve in the direction sought with a large enough effect; inconclusive means small, poorly fitted or top-dose-only effect, or another doubt; inactive means no such curve, though single readings can be large; an effect the other way counts as inactive or inconclusive.

SMILES	Eya2 inh	TSHR antagonist	TCR act	AT treatment	a7 integrin act	TSG101-PTAP inh	Mito fusion yeast	Tb PFK block	S-ASM inh	BCR signal inh	ELG1 DNA repair
COc1ccc(-c2ccc(OC)c([C@H]3[C@H]4C=CC[C@@H](C)[C@@H]4C(=O)N3Cc3ccccc3)c2)cc1OC	-2%	-3	4%	48%	19%	-14%	14%	2%	u	-8%	-20%
OCCn1nc(-c2ccccc2)cc1-c1ccccc1	3%	23	-2%	8%	6%	0%	1%	1%	2%	-1%	2%
C[C@@H]1CC[C@]2(C(=O)O[C@@H]3O[C@H](CO)[C@@H](O)[C@H](O)[C@H]3O)CC[C@]3(C)C(=CCC4[C@@]5(C)C[C@@H](O)[C@H](O)[C@@](C)(C(=O)O[C@@H]6[C@H](O)C[C@@]7(C)C(CC[C@]8(C)C7CC=C7[C@H]9[C@](C(=O)O[C@@H]%10O[C@H](CO)[C@@H](O)[C@H](O)[C@H]%10O)(CC[C@@H](C)[C@@]9(C)O)CC[C@]78C)[C@@]6(CO)C(=O)O)C5CC[C@]43C)[C@@H]2[C@]1(C)O (stereo not given in full)	3%	56	-6%	u	33%	-4%	x	0%	-14%	-1%	15%
CCOc1cc(/C=C2\SC(=S)N(Nc3ccccc3)C2=O)ccc1O	u	-15	15%	2%	-4%	6%	-8%	4%	u	u	u
CCCCCCc1ccc(OCC(=O)OC)cc1OCC(=O)OC	-37%	-16	5%	-6%	8%	-7%	4%	-2%	-11%	28%	7%
COc1ccc(CN(Cc2nc3ccccc3c(=O)[nH]2)C(=O)c2ccco2)cc1	8%	3	-2%	-6%	-9%	0%	12%	1%	-1%	-5%	-4%
CCN(CC)CCOC(=O)c1ccc2c(c1)OCCO2	15%	3	5%	-1%	4%	-7%	0%	-4%	0%	1%	19%
CNC(=O)c1sc(=S)n(-c2ccc(OC)cc2)c1N	4%	-10	0%	-3%	17%	0%	-2%	2%	-2%	u	3%
CC(=O)N1CCOc2ccc(S(=O)(=O)NC(C)c3ccccc3)cc21 (stereo not given)	4%	-11	2%	6%	-21%	-4%	7%	-3%	-1%	1%	-9%
CCC(C)(C)NC(=O)CCCSc1nc2ccccc2s1	-9%	-5	0%	u	-4%	1%	21%	2%	-3%	12%	-16%
CCOc1ccc2nc(COC(=O)c3ccncc3)c(C(=O)c3ccccc3)[n+]([O-])c2c1	3%	9	-1%	-3%	-3%	-4%	-1%	-23%	23%	u	u
O=C(Cn1c(=O)c2c(ncn2Cc2ccccc2)n(Cc2ccccc2)c1=O)N1CCCC1	-7%	22	0%	11%	11%	-1%	3%	2%	3%	11%	-10%
Nc1nc2ccccc2n1/N=C/c1ccc(-c2ccccc2)o1	11%	-2	3%	-1%	-19%	-2%	-12%	1%	-11%	u	u
COC(=O)c1cc(C(=O)Nc2cccc(C)n2)cc([N+](=O)[O-])c1	7%	-10	-4%	2%	13%	-7%	1%	-1%	-5%	2%	-8%
CCCCn1c(N)c(N(CCOC)C(=O)c2ccc(S(=O)(=O)N(CC)c3ccccc3)cc2)c(=O)[nH]c1=O	20%	-1	-9%	13%	0%	0%	-1%	0%	x	2%	6%
CCC(=O)OCC(=O)c1c(N)n(Cc2ccccc2)c(=O)n(C)c1=O	-19%	-5	8%	1%	7%	0%	0%	-1%	11%	u	3%
COC(=O)CNC(c1ccccc1)c1cc(C)ccc1NC(=O)CNC(=O)OCc1ccccc1 (stereo not given)	-19%	7	2%	-1%	-14%	-8%	0%	-2%	-2%	u	-4%
CCN1CCN(C(=O)c2ccc(N3CC4CC(C3)c3cccc(=O)n3C4)c([N+](=O)[O-])c2)CC1 (stereo not given)	-5%	5	-4%	-2%	12%	-2%	3%	-3%	1%	u	10%
COc1ccc(C)cc1Nc1n[n+](-c2ccccc2)c(-c2ccc(OC)c(OC)c2OC)s1	-9%	9	2%	-1%	5%	-7%	0%	-1%	-14%	-18%	-23%
O=C(Nc1ccc(S(=O)(=O)NC2=NCCCCC2)cc1)c1cccs1	7%	-12	x	-5%	-34%	1%	x	0%	10%	3%	1%
COCCNC(C)C(=O)Nc1ccc(Br)cc1 (stereo not given)	0%	-10	6%	2%	24%	-5%	-4%	-7%	-1%	7%	10%
COc1ccc(S(=O)(=O)N2CCCC(C(=O)N3CCN(C)CC3)C2)cc1Cl (stereo not given)	-2%	0	1%	5%	-19%	-3%	0%	-6%	0%	0%	-12%
CSc1ccc(CCNC(=O)CS(=O)(=O)Cc2nc(-c3ccccc3F)oc2C)cc1	2%	-7	-1%	-3%	-22%	0%	3%	0%	-2%	-9%	0%
Cc1ccc(C2Nc3ccccc3C(=O)N2CCN2CCNC2=O)cc1 (stereo not given)	0%	0	1%	-2%	14%	-1%	7%	1%	232%[activator]	4%	6%
Cc1cc(C)cc(OCC(=O)OCc2nnc(-c3ccccc3)o2)c1	8%	-6	-1%	1%	5%	-1%	-3%	2%	-4%	4%	-5%
N#C/C(=C(/O)COC(=O)CCc1ccc(S(=O)(=O)N2CCOCC2)cc1)c1nc2ccccc2[nH]1	-3%	-15	-6%	x	-53%[inhibitor]	-3%	2%	1%	27%	-17%	-9%
Cc1ccc(C(=O)OCC(=O)N(C)c2ccccc2)c(C)c1	5%	17	-8%	3%	0%	-2%	10%	3%	-19%	8%	15%
CC(C)COP(=O)(OCC(C)C)C(O)c1ccc(N(C)C)cc1 (stereo not given)	-6%	-5	-1%	4%	-2%	-1%	-2%	-14%	0%	u	-4%
O=C1/C(=C/c2ccccc2[N+](=O)[O-])COc2ccccc21	-6%	1	5%	-3%	-59%[inhibitor]	-2%	-18%	-1%	-4%	u	u
COc1ccc(CN2CCCCC2C)cc1OC (stereo not given)	2%	4	-1%	x	-10%	-1%	-1%	2%	0%	-4%	3%
COc1ccc(CCC(=O)N2CCN(S(=O)(=O)c3ccc(OC)cc3)CC2)cc1	18%	2	0%	-6%	4%	-1%	0%	4%	-2%	-6%	-6%
CCCCC[C@H](O)/C=C/C1=C(CCCCCCC(=O)O)C(=O)CC1	2%	-9	1%	-17%	x	-6%	-6%	0%	-4%	u	11%
CCOC(=O)C(NC(=O)Nc1ccc(F)cc1F)(Oc1ccc(F)cc1)C(F)(F)F (stereo not given)	4%	9	-5%[46.1 µM]	-3%	22%	0%	-7%	-10%	3%	1%	-5%
CCCCOC(=O)c1ccc(NC(=O)C(=O)CC(=O)c2ccc(OC)cc2)cc1	3%	-4	3%	-2%	-15%	-5%	7%	-6%	-3%[11.5 µM]	0%	-20%
CCCCC(O)(CCCC)C(=O)NNc1ccccc1	7%	4	5%	-3%	26%	-1%	-1%	-1%	1%	1%	-18%
CCOC(=O)CCNC(C(=O)OCC)c1ccccc1 (stereo not given)	-8%	3	12%	5%	10%	-2%	3%	0%	9%	-3%	1%
COc1cc(-n2c(C)nc3cc(C(=O)NCCN4CCOCC4)ccc32)cc(OC)c1OC	10%	-4	x	-2%	x	x	-4%	3%	x	-3%	u
Cc1[nH][nH]c(=O)c1C(c1c(C)[nH][nH]c1=O)c1cn(Cc2ccccc2Cl)c2ccccc12	-2%	2	1%[46.1 µM]	-6%	-15%	-6%	6%	3%	-5%	u	9%
COC(=O)c1cc(OC)c(OC)cc1NC(=O)CCNC(=O)c1ccco1	-23%	34	3%	6%	-16%	6%	7%	0%	1%	-2%	11%
COc1ccccc1NC(=O)CSc1ncnc2c1oc1ccccc12	-3%	-1	2%	-2%	-14%	-3%	-3%	-2%	-1%	0%	6%
